MOR-DOR ag: agonists of human mu-delta opioid receptor heterodimerization. cells, OPRM1-OPRD1 heterodimerization, luminescence. activation, % at 9.3 µM. 340,000 tested, 0.3% active. AID 504326; in the data active means activation above about 18%;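 further: 0% = vehicle-treated cells and 100% = reference agonist; values of inactives mirror those of a sister screen read the other way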
HTR5A inv ctr: counter-screen for OPRM1-OPRD1 inverse agonists: human HTR5A inverse agonism; inhibition, % at 9.3 µM; P47898; 340,000 tested, 0.083% active; HTR5A cell line, luminescence; in the data active means inhibition mostly above about 23%, no sharp cut-off; inactive means mostly below about 18%;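 further: 0% = cells with DMSO and 100% = no-cell wells with DMSO; some compounds called inactive have numbers as strong as hits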
Target sequence (P47898 whole entry, looked up): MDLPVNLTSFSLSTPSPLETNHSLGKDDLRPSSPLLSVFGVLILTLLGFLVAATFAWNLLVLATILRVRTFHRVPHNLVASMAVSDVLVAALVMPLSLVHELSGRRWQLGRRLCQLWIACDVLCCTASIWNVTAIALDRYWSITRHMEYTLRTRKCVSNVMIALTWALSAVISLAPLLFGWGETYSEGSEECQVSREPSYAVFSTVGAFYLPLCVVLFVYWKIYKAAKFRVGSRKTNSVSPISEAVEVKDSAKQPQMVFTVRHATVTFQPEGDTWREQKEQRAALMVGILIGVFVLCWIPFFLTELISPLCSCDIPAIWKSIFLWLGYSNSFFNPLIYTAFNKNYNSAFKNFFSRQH
Arrestin-AP2 inh: human beta-arrestin and AP2 interaction inhibition. inhibition, % at 10 µM. FITC-arrestin peptide / GST-AP2 beads, flow cytometry; AP2 beta2 appendage carries R879A mutation. AID 504490. 340,000 tested, 0.31% active;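 active means inhibition above a set limit, near 3 SD of compounds lacking own fluorescence, cut at about 54% in these data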;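 further: plate controls were DMSO wells for no effect and 5 µM unlabelled arrestin peptide for full effect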
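test system = AP2 appendage R879A on GSH beads | buffer or medium = PBS plus Tween 20 (0.05%) and BSA (0.1%) | incubation = 12 min plus 1 h, RT | detection = bead flow cytometry, FITC channel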
PKA-R2B activ: activators of human PKA-R2B complex | PKA-R2B holoenzyme dissociation, Cy5-IP20 fluorescence polarization; R2B truncated from residue 108, S112A mutant; 0% DMSO only, 100% 113 µM cGMP | 340,000 tested, 0.079% active | P22694+P31323 | activation, % at 11.4 µM;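 active means activation above a cutoff set at the mean over all compounds plus 3 SD, cut at about 18% in these data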;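 further: higher means more holoenzyme dissociation and a rise in polarization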
Target sequence (P31323 whole entry, looked up, other chains not shown, the tested form may be a part): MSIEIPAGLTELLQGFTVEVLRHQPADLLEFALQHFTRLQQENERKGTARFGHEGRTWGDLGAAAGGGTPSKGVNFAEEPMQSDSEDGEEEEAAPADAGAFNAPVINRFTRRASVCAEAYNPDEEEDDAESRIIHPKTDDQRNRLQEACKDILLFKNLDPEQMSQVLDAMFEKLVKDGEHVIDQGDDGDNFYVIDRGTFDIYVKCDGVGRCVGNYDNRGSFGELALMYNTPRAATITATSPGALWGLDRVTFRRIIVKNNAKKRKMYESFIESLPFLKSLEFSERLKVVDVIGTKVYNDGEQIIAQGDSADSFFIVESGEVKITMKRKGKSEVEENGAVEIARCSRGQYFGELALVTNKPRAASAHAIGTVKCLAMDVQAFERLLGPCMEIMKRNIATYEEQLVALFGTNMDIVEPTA
HTR5A ag: counter-screen for OPRM1-OPRD1 agonists: human HTR5A agonism; activation, % at 9.3 µM; HTR5A agonist assay, luminescence, cell-based; 340,000 tested, 0.61% active; P47898; AID 504692; in the data active means activation mostly above about 9.5%, no sharp cut-off; inactive means mostly below about 7.6%;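 further: 0% = cells with vehicle only and 100% = reference agonist; strong numbers were not always called active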
OPRM1-OPRD1 inv: inverse agonists of human mu-delta opioid receptor heterodimerization; cell-based MOR-DOR heterodimer luminescence, inverse agonism; inhibition, % at 9.3 µM; 340,000 tested, 0.21% active; in the data active means inhibition above about 22%, passing the limit was not always enough;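 further: 0% = cells with DMSO and 100% = wells without cells with DMSO; values of inactives mirror those of a sister screen read the other way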
DAGLB inh: blocks human DAGLB lipase activity | inhibition, % at 5.17 µM | 340,000 tested, 0.059% active | Q8NCG7 | AID 504411 | HEK293T DAGLB membrane lysate, EnzChek fluorogenic substrate; in the data active means inhibition above about 34%;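 further: 0% = enzyme with vehicle and 100% = wells lacking enzyme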
DSG3 Ab inh: human desmoglein-3 autoantibody binding inhibition; DSG3-coupled beads, scFv-anti-DSG3-GFP binding, flow cytometry; stronger effect = lower value; 310,000 tested, 0.48% active; P32926; binding (percent of control), % at 10 µM;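 active means binding more than 3 SD below its plate's average and above zero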;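 further: hits lower antibody fragment binding to DSG3; some compounds called inactive have numbers as strong as hits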
PKA-R1A act: activates the PKA-R1A holoenzyme complex | P00514+P68181 | PKA-R1A dissociation, Cy5-IP20 fluorescence polarization; scaled: DMSO 0%, 113 µM cGMP 100% | activation, % at 11.4 µM | 340,000 tested, 0.083% active | AID 504707;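 active means percent activation above the mean of all tested compounds plus 3 SD, cut at about 19% in these data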;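 further: higher means more PKAc released from R1A so a rise in polarization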
V-ATPase pHluor: alters yeast V-ATPase proton transport. AID 504577. S. cerevisiae, pHLuorin cytosolic pH fluorescence. 350,000 tested, 0.37% active. response, % at 10 µM; in the data active means response mostly above about 7.3%, no sharp cut-off; inactive means mostly below about 5.4%; further: actives read high; inactives centre near 0; some compounds called inactive have numbers as strong as hits; reference of the scale not given here
Active calls of the source: *; nt = not tested or not shown.

SMILES	MOR-DOR ag	HTR5A inv ctr	Arrestin-AP2 inh	PKA-R2B activ	HTR5A ag	OPRM1-OPRD1 inv	DAGLB inh	DSG3 Ab inh	PKA-R1A act	V-ATPase pHluor
COc1ccccc1CN(C)C(=O)c1cccc(S(=O)(=O)N2CCCC2)c1	-4.2	16	-8	-6	1	17	-1	104	-6	7
CC1CC2=C(C(=O)O1)C(C)Nc1ccccc1N2 (configuration not stated)	-1.6	5	3	7	0	8	0	93	0	2
CCOC(=O)c1c(C)[nH]c(C)c1C(=O)COC(=O)c1ccc(OC)c(OC)c1	-1.2	1	21	-11	10	6	-4	102	1	-3
CCN(CC)CCCN1CC(O)=C(c2nc3ccccc3s2)C1=N	-0.6	-3	1	-9	1	3	1	114	2	2
CCN(CC)CCCNC(=O)c1ccc(Cl)c(S(=O)(=O)Nc2ccccc2OC)c1	-2.2	-11	19	-6	4	10	-1	102	1	1
C=CCN1C(=NC(=O)CCCC(=O)O)SC2CS(=O)(=O)CC21 (configuration not stated)	-2.1	-37	-1	-5	-4	13	-1	nt	-1	2
O=C(Cn1cc(C(=O)c2ccco2)c2ccccc21)NC1CCCC1	-2.5	13	2	0	-5	15	0	nt	8	4
CC(=O)NS(=O)(=O)c1ccc(NC(=O)c2ccc(S(=O)(=O)N3CCCC3)cc2)cc1	-0.7	0	29	-5	2	3	-1	100	1	6
O=C(CSc1nnc(-c2ccco2)o1)NC1CCCCC1	-2.2	17	5	-7	3	13	-5	107	2	0
CCNC(=S)N1CCN(S(=O)(=O)/C=C/c2ccccc2)CC1	2.1	-8	-2	-16	3	-12	1	109	-14	-79
COC(=O)c1nc(NC2=NCCCCC2)n[nH]1	-1.7	-2	-6	-2	2	9	1	94	-1	-1
COc1cc(NC(N)=S)c(OC)cc1Cl	-0.8	4	3	1	-2	4	0	107	8	0
Cc1cc(C)cc(Oc2ccccc2/C=N\O)c1	3.1	-4	3	8	1	-16	-2	109	-5	1
COc1ccc(-c2nnc(SCC(=O)c3ccc(O)cc3O)o2)cc1	2.9	2	36	3	-1	-21	2	nt	-6	-7
COc1cc(OC)cc(C(=O)NCC(=O)OCc2csc(-c3ccccc3)n2)c1	1.4	-27	-6	-10	11	-7	-2	118	-5	0
Cc1c(C(c2cc3c(cc2Br)OCO3)c2c(C)n(C)n(-c3ccccc3)c2=O)c(=O)n(-c2ccccc2)n1C	-4.0	5	5	-3	-2	21	1	102	5	-4
CCOc1ccc(-c2cccc(NS(=O)(=O)c3cc([N+](=O)[O-])ccc3C)c2)nn1	1.1	-2	35	-11	1	-7	1	94	11	3
COc1ccc(NC(=O)C(c2ccc(OC)cc2)N(C)C(=O)c2cnccn2)cc1 (configuration not stated)	-1.2	-4	-1	-1	1	6	1	110	-4	3
c1ccc(CSc2nnc(-c3ccco3)o2)cc1	0.1	-5	-18	3	6	-1	-4	98	6	1
COc1cc(NC(=O)c2cccc(S(=O)(=O)N3CCCCC3)c2)cc(OC)c1OC	-2.8	-21	-6	-1	9	11	-1	103	-13	-1
Cn1c(=NC(=O)CS(=O)(=O)c2ccccc2)sc2ccccc21	-1.4	12	2	0	6	9	-1	101	9	3
CC1(c2ccc(Cl)cc2Cl)NC(=O)N(CC(=O)Nc2cccnc2Cl)C1=O (configuration not stated)	-4.9	11	-1	-1	-1	24	3	99	-8	-3
O=C(O)C1CCC(=O)N1Cc1ccc(F)cc1 (configuration not stated)	-1.2	-32	3	-13	-4	7	0	108	0	-1
Sc1nnc(-c2ccc(Cl)cc2)n1Cc1ccccc1	-1.6	16	-13	-1	3	7	-2	106	6	0
CCOC(=O)N1CCN(S(=O)(=O)c2cc(OCC(N)=O)c(C)cc2Cl)CC1	-1.1	2	3	-7	-1	6	1	nt	-4	-2
CC(C)(C)c1ccc(NC(=O)COC(=O)C2CCCC2)cc1	8.9	-10	-29	-2	3	-47	-4	101	-13	0
NN(CCO)C(=S)Nc1ccc(Cl)cc1	-1.3	9	0	-12	3	7	-1	104	-10	1
Cc1nnc(N/N=C/c2ccc(-c3ccccc3F)o2)n1N	1.4	4	-5	-13	2	-7	0	88	4	-3
COc1cc(/C=C(\C#N)c2ccccn2)ccc1OCc1ccccc1	-0.1	-3	-2	-7	1	1	-9	132	-10	4
Cc1ccc(NC(=O)CSc2ccc(Br)cc2)cc1S(=O)(=O)N1CCOCC1	1.0	-5	0	-2	2	-7	1	100	-6	1
O=C(Cn1c2ccc(F)cc2c2nc3n(c(=O)c21)CCS3)NCC1CCCO1 (configuration not stated)	-2.3	-12	0	1	4	12	-2	103	8	-4
COc1cc(C(=O)OCC(=O)Nc2ccccc2)cc2c1OCCO2	nt	nt	nt	-7	nt	nt	-10	104	-17	1
CC(=O)c1cccc(NC(=S)NC(=O)c2ccc(Br)cc2)c1	-2.3	-4	-4	-1	1	12	-11	96	6	3
CCOC(=O)[C@@H]1[C@H]2COc3ccc(Br)cc3[C@@H]2N2C(=O)N(c3ccc(OC)cc3)C(=O)[C@@]12C	-2.8	23	-11	9	-2	16	-7	99	-2	0
CN1CCN(C(=O)C2=C[C@@H](C3CCCCC3)C[C@@H](OCc3ccc(CO)cc3)O2)CC1	-1.2	-18	-2	8	-3	7	0	105	10	-5
O=C(CN1CCCC1)N1CCN(c2ccccc2)CC1	-0.9	3	-23	-7	3	4	0	109	15	6
C/C(CC(=O)Nc1cccc2c1CCCC2)=N\NC(=O)Cc1ccccc1	-1.3	-19	-2	-6	-3	7	0	103	0	-4
CN(C)/C=C1\C(=O)NN=C1C(F)(F)F	-4.1	-5	22	-3	-6	19	-1	108	-5	-1
COc1cccc(Nc2nc(-c3ccc4c(c3)OCCO4)cs2)c1	4.0	-6	12	3	2	-20	-3	95	-6	-1
CC(c1cccs1)N(Cc1ccco1)C(=O)Nc1ccc(Cl)c(Cl)c1 (configuration not stated)	3.7	-45	26	-3	0	-20	-8	94	-2	-2
CC(C)(C)c1ccc(C(=O)N2CCN(c3ccc(N4CCOCC4)nn3)CC2)cc1	0.5	-19	-5	-5	6	-3	1	107	-12	0
CS(=O)(=O)Nc1cccc(C(=O)OCCCOc2ccc(F)cc2)c1	3.8	4	0	0	-1	-17	-4	127	-14	-2
Cc1ccc(NC(=O)CCN2C(=O)c3ccccc3S2(=O)=O)cc1F	0.0	-19	0	-9	7	0	1	-15	-6	1
O=C(O)c1ccc(CCCc2ccccc2)cc1	-3.8	-7	1	10	2	20	4	97	6	-43
O=C(NC1CCCCCCC1)c1c(Cl)cccc1Cl	-0.4	2	5	2	-4	2	0	nt	2	2
CCCCCc1ccc(-c2cn(CCc3c[nH]c4ccccc34)nn2)cc1	-0.3	-7	-7	-5	2	2	-4	101	-5	-3
CC1CCCCN1C(=O)Nc1cccc(C(F)(F)F)c1 (configuration not stated)	0.1	16	nt	2	2	0	-1	84	9	2
O=C(CCNS(=O)(=O)c1ccccc1)NCCSc1ccc(Br)cc1	-0.4	-17	-7	0	2	1	-2	105	3	0
CCN(CC)C(=O)Cn1c(=O)n(-c2ccccc2)c(=O)n1CC(=O)N(CC)CC	1.0	-10	-2	-3	4	-6	-3	99	-1	0
CCOc1ccc(N2CC(O)=C(c3nc4ccccc4c(=O)[nH]3)C2=N)cc1	-2.1	-11	-5	-1	0	11	1	104	-3	-2

Exported as comma-separated lines: part of the list above
mol,MOR-DOR ag,HTR5A inv ctr,Arrestin-AP2 inh,PKA-R2B activ,HTR5A ag,OPRM1-OPRD1 inv,DAGLB inh,DSG3 Ab inh,PKA-R1A act,V-ATPase pHluor
C/C(CC(=O)Nc1cccc2c1CCCC2)=N\NC(=O)Cc1ccccc1,-1.3,-19,-2,-6,-3,7,0,103,0,-4
CN(C)/C=C1\C(=O)NN=C1C(F)(F)F,-4.1,-5,22,-3,-6,19,-1,108,-5,-1
COc1cccc(Nc2nc(-c3ccc4c(c3)OCCO4)cs2)c1,4.0,-6,12,3,2,-20,-3,95,-6,-1
CC(c1cccs1)N(Cc1ccco1)C(=O)Nc1ccc(Cl)c(Cl)c1 (configuration not stated),3.7,-45,26,-3,0,-20,-8,94,-2,-2
CC(C)(C)c1ccc(C(=O)N2CCN(c3ccc(N4CCOCC4)nn3)CC2)cc1,0.5,-19,-5,-5,6,-3,1,107,-12,0
CS(=O)(=O)Nc1cccc(C(=O)OCCCOc2ccc(F)cc2)c1,3.8,4,0,0,-1,-17,-4,127,-14,-2
Cc1ccc(NC(=O)CCN2C(=O)c3ccccc3S2(=O)=O)cc1F,0.0,-19,0,-9,7,0,1,-15,-6,1
O=C(O)c1ccc(CCCc2ccccc2)cc1,-3.8,-7,1,10,2,20,4,97,6,-43
O=C(NC1CCCCCCC1)c1c(Cl)cccc1Cl,-0.4,2,5,2,-4,2,0,nt,2,2
CCCCCc1ccc(-c2cn(CCc3c[nH]c4ccccc34)nn2)cc1,-0.3,-7,-7,-5,2,2,-4,101,-5,-3
CC1CCCCN1C(=O)Nc1cccc(C(F)(F)F)c1 (configuration not stated),0.1,16,nt,2,2,0,-1,84,9,2

Next structures follow:
SMILES	MOR-DOR ag	HTR5A inv ctr	Arrestin-AP2 inh	PKA-R2B activ	HTR5A ag	OPRM1-OPRD1 inv	DAGLB inh	DSG3 Ab inh	PKA-R1A act	V-ATPase pHluor
Clc1ccc(-c2nnc3sc(-c4ccc(Br)o4)nn23)c(Cl)c1	1.8	-30	15	14	4	-10	1	102	7	4
Cc1ccc(S(=O)(=O)CCc2nnc(N)s2)cc1C	0.3	11	22	6	-3	-1	-4	nt	8	-2
COC(=O)C(NS(=O)(=O)c1ccccc1Br)C(C)C (configuration not stated)	1.5	-13	-3	4	14*	-7	-2	105	-9	-1
Cc1ccc(Cl)c2sc(NC(=O)C3CC3)nc12	2.2	-6	17	7	2	-13	0	97	-7	5
O=C(NCc1nnc(SCC(=O)N2CCCc3ccccc32)o1)c1ccccc1F	-2.1	-13	7	2	5	11	-2	100	3	2
CC(C)COP(=O)(OCC(C)C)C(O)c1ccc(N(C)C)cc1 (configuration not stated)	-0.5	23	4	-1	3	2	0	112	7	-7
O=C(Nc1nc2cc3c(cc2s1)OCO3)c1cccc(N2C(=O)CCC2=O)c1	-4.0	-4	31	-5	12	21	1	90	-13	-3
